MCL1-BIM inh: inhibitors of MCL1 binding to BIM-BH3, primary screen, biochemical, fluorescence polarization; Induced myeloid leukemia cell differentiation protein Mcl-1 (Homo sapiens), Q07820; GST-MCL1 / FITC-Bim-BH3 fluorescence polarization; inhibition, % at 10.9 µM; actives 0.68% (n = 320,000);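 active = inhibition above the mean inhibition of all tested compounds plus 3 SD, set per campaign, cut at about 40% in these data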;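 also: 0% = DMSO wells and 100% = unlabeled Bim-BH3 peptide control; higher means more loss of mP so more displacement of Bim peptide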
Target sequence (Q07820 whole entry, looked up): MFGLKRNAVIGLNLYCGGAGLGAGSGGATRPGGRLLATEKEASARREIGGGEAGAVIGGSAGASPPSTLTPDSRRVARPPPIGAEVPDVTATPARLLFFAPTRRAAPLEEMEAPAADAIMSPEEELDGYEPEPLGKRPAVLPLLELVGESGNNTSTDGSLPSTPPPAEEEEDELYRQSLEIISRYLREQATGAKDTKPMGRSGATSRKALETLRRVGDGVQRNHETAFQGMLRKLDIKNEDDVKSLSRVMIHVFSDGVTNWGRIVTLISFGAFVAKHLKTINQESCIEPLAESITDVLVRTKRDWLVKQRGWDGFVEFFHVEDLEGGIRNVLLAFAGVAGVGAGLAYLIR
CR mimetic SO: reduction of superoxide in aged yeast, primary screen, HTS; AID 2690, 2010; superoxide response (% of plate mean), % at 10 µM; actives 0.18% (n = 330,000); S. cerevisiae aged cells, superoxide DHE fluorescence; active compounds read low;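 active = superoxide response under a set limit, about three screen SD below normal, cut at about 65% in these data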;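 also: yeast aged for seven days with compound at 30 °C before DHE staining; 100% = average MFI of all compound-treated wells on the plate with controls excluded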
CIT2-GFP yeast: modulators of CIT2-GFP expression in yeast, primary screen, S. cerevisiae, GFP fusion, multiplex flow cytometry, MLPCN library; actives 0.065% (n = 320,000); S. cerevisiae CIT2-GFP strain, 3 h; 100 means same as DMSO wells; AID 2029, 2009; GFP response vs DMSO, % at 10 µM;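 active = GFP response relative to DMSO above a set limit, near the screen mean plus 3 SD, cut at about 150% in these data; inconclusive = Fewer than 70 cells measured for a yeast strain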;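 also: ratio of well median GFP fluorescence to mean of DMSO wells on the plate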
AGP1-GFP MLPCN: modulators of AGP1-GFP expression in yeast TOR pathway, primary screen, cell-based, multiplex flow cytometry, S. cerevisiae, MLPCN library. GFP response vs DMSO, % at 10 µM. 3 h; GFP as percent of DMSO wells. actives 0.02% (n = 320,000);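 active = GFP response relative to DMSO above a set limit, near screen average plus 3 SD, cut at about 150% in these data; inconclusive = fewer than 70 cells counted for the yeast strain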;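 also: median GFP channel fluorescence of the gated AGP1 strain per well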
GLD-1 TGE inh: GLD-1/TGE RNA complex disruptors, primary screen, biochemical, fluorescence polarization | Female germline-specific tumor suppressor gld-1 (Caenorhabditis elegans), Q17339 | inhibition, % at 5.96 µM | purified GLD-1 + fluorescein TGE RNA | actives 0.44% (n = 320,000);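 active = percent inhibition above a per-plate cutoff, the plate mean of test compounds plus 3 SD, cut at about 30% in these data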;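 also: 0% = DMSO wells with GLD-1 and probe and 100% = wells lacking GLD-1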
VLA-4 inh: inhibition in human VLA-4 binding assay, primary screen, VLA-4 allosteric modulator project, MLPCN library, flow cytometry, VLA-4 expressing cells; AID 2557, 2010; inhibition, % (about 7 µM as worked out from the volumes in the protocol); actives 0.2% (n = 330,000); ligand binding flow cytometry; Integrin alpha-4 (Homo sapiens), P13612; in the data active = inhibition above about 50%
GRK2 aptamer HTS: compounds blocking aptamer binding on GRK2 – biochemical, human GRK2, bead flow cytometry, HTS, primary screen. Beta-adrenergic receptor kinase 1 (Homo sapiens), P25098. FAM-aptamer displacement from GRK2. inhibition of aptamer binding, % at 10 µM. actives 0.59% (n = 330,000);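 active = inhibition of aptamer binding above 40%, roughly 3 SD of noise, on plates passing a quality check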;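 also: median bead fluorescence of bound FAM aptamer so fluorescent compounds give negative values; no value below 0 was filed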
Target sequence (P25098 whole entry, looked up): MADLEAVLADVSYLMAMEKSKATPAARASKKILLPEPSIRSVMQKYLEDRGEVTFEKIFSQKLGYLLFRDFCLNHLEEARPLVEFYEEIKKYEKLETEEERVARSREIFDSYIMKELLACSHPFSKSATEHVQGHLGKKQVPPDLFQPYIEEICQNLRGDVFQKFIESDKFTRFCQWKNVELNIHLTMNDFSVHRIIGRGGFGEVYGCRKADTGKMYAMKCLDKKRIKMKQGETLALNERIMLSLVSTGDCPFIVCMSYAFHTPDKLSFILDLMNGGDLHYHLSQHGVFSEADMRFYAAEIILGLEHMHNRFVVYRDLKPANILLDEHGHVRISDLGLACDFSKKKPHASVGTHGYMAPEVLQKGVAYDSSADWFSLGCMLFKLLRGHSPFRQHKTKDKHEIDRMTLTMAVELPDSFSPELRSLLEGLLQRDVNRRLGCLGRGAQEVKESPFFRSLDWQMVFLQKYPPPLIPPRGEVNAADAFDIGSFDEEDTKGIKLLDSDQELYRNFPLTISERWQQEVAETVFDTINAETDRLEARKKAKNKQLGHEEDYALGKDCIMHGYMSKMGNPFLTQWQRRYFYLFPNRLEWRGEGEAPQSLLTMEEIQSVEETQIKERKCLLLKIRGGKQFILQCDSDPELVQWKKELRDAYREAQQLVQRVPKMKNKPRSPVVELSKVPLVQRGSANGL
MEX-5 binding: MEX-5 zinc finger RNA-binding disruptors – biochemical, C. elegans, fluorescence polarization, MLPCN library, primary screen. Zinc finger protein mex-5 (Caenorhabditis elegans), Q9XUB2. MEX-5/FITC-TCR2 RNA binding; active compounds read low. activity score (negative = inhibition of binding), % at 10 µM. actives 0.38% (n = 300,000);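 active = inhibition past about -25% in most replicates, and total fluorescence under double the plate's negative control median, limit read from the data; inconclusive = replicates evenly split on the limit, or fluorescence at least double controls; inactive = too little inhibition in most replicates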;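 also: 0% = DMSO and -100% = 5 µM competing unlabeled TCR2 RNA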
BCLXL inh: inhibitors of human Bcl-xL, primary screen, biochemical, fluorescence polarization, HTS. GST-Bcl-xL / FITC-Bim BH3 peptide fluorescence polarization. actives 0.7% (n = 320,000). inhibition, % at 10.9 µM. Bcl-2-like protein 1 (Homo sapiens), Q07817;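 active = inhibition above the mean of all tested compounds plus 3 SD, cutoff set per campaign, cut at about 30% in these data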;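 also: 0% = DMSO wells and 100% = unlabeled Bim-BH3 peptide competitor; inhibitors lower millipolarization by displacing the labeled peptide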
Numbers without * were called inactive; ? = inconclusive; . = no result given; [ ] = remark or other dose.

SMILES	MCL1-BIM inh	CR mimetic SO	CIT2-GFP yeast	AGP1-GFP MLPCN	GLD-1 TGE inh	VLA-4 inh	GRK2 aptamer HTS	MEX-5 binding	BCLXL inh
COc1ccc(C(C(=O)NC(C)(C)C)N(Cc2ccco2)C(=O)CCC(=O)Nc2cc(C)on2)cc1 (stereo not given)	8	96	96	104	1	5	1	-1.9	5
CSc1ccccc1C(=O)C1CCCN(Cc2c(C)n(C)n(-c3ccccc3)c2=O)C1 (stereo not given)	-2	92	.	97	2	-8	2	3.3	2
CC(C(=O)NCCN1C(=O)S/C(=C\c2cccnc2)C1=O)N1C(=O)c2ccccc2C1=O (stereo not given)	-12	96	106	103	2	-7	0	-0.7	2
OC(CC#CCN1CCCCC1)(c1ccccc1)c1ccccc1	-5	95	106	93	1	-1	10	-0.2	3
O=C(Nc1ccc2[nH]c3c(c2c1)CCCC3)c1ccco1	40*	101	108	98	30	-5	0	3.2	52*
Cc1ccccc1NC(=O)Cn1nc(C(=O)O)c2ccccc2c1=O	1	111	104	102	7	-1	3	2.2	8
C=CCn1c(CNC(=O)c2ccco2)nnc1SCC(=O)c1ccccc1	-23	103	102	105	-5	7	80*	-2.0	-32
Cc1ccc(-c2nc(=S)c3c(n2Cc2cccnc2)CC(C)(C)OC3)cc1	6	101	86	88	1	3	3	-1.5	1
CC(=O)OC1[C@H](Oc2c(O)c(C)c3c4c2[C@@H](C)CC[C@@H]4[C@@H](C)C[C@@H]3C=C(C)C)OC[C@@H](O)[C@@H]1O (stereo not given in full)	.	99	96	96	4	2	3	.	.
Cn1cc(-c2nnnn2-c2ccccc2)c(=O)c2ccccc21	1	104	92	99	2	13	4	0.4	0
O=C(COC(=O)CNC(=O)c1ccccc1)Nc1ccccc1Cl	-11	107	92	99	3	1	2	0.6	-2
C=CCn1c(SCC(=O)OCC)nc(C(F)(F)F)cc1=O	1	87	99	96	5	11	1	1.6	7
CCc1cc2cc(C)cc(C)c2nc1SCC(=O)Nc1cc(C)on1	6	92	.	90	14	0	2	0.4	6
Cc1c(NC(=O)Nc2ccc(C(C)C)cc2)c(=O)n(-c2ccccc2)n1C	9	91	116	118	-8	5	0	0.4	6
Cc1sc2ncnc(SCC(=O)N3CCCC3)c2c1C	10	99	77	84	6	10	4	1.3	11
CCOC(=O)N1CCc2c(sc(NC(C)=O)c2C(N)=O)C1	6	99	98	101	5	9	2	-2.6	4
COc1ccc(/C=C/C(=O)N2CCN(c3ccccn3)CC2)c2ccccc12	2	101	71	81	0	5	0	0.4	3
COC(=O)c1c(NC(=O)CN2C(=O)C(=O)N(C(C)C)C2=O)sc(C)c1C	-2	100	98	98	0	11	1	.	-2
Cn1nc(C(=O)NC2CCCCC2)c2ccccc2c1=O	-10	103	107	98	-1	-3	0	2.5	-6
O=C(NCc1ccccn1)c1cccc([N+](=O)[O-])c1	2	106	102	97	6	-2	0	-0.6	-1
Oc1ccc(CN2CCc3ccccc3C2)c2cccnc12	13	95	110	101	3	12	0	0.1	7
CCc1ccc2[nH]c(=O)c(CN(CCCN3CCOCC3)C(=O)Nc3cccc(Cl)c3)cc2c1	0	100	98	98	-3	18	0	-3.1	6
Cc1cc(N2C(=O)C(O)=C(C(=O)c3ccco3)C2c2ccc(O)cc2)no1 (stereo not given)	0	109	104	98	6	3	2	-1.5	2
COCCN1C(=O)Cc2c1nc(N)c1c(N)nc(N3CCN(c4ccc(F)cc4)CC3)c(C#N)c21	42*	109	104	112	0	-37	1	-0.4	21
O=C1NC(Cc2c[nH]c3ccccc23)C(=O)N1Cc1ccccc1 (stereo not given)	4	82	.	94	3	17	3	-0.6	2

(further entries)
SMILES	MCL1-BIM inh	CR mimetic SO	CIT2-GFP yeast	AGP1-GFP MLPCN	GLD-1 TGE inh	VLA-4 inh	GRK2 aptamer HTS	MEX-5 binding	BCLXL inh
COc1ccc(C)cc1S(=O)(=O)n1ccnc1C	2	92	94	100	4	-4	0	-2.8	3
Cc1ccc2cc(CN(C)C(=O)C3CCCO3)c(=O)[nH]c2c1 (stereo not given)	-11	117	98	103	-5	8	2	0.8	-7
O=C(COC(=O)c1cc(S(=O)(=O)N2CCOCC2)ccc1Cl)NC1CC1	-5	85	78	89	5	-13	0	.	3
O=C(Nc1ccc2nc(-c3ccccc3)oc2c1)c1ccco1	2	83	96	105	-3	10	0	1.1	1
CC(C)(C)C(=O)CSc1ccc(S(=O)(=O)N2CCN(Cc3ccccc3)CC2)cn1	1	104	89	95	2	5	0	.	2
Cc1ccc(NN=Nc2nc3c([nH]2)c(=O)n(C)c(=O)n3C)cc1	5	119	97	100	2	0	0	.	7
Cn1c(C23CC4CC(CC(C4)C2)C3)n[nH]c1=S	-20	104	89	84	-8	21	1	0.6	-3
O=C(c1ccc(CNS(=O)(=O)c2ccccc2)cc1)N1CCN(c2ccccn2)CC1	-4	96	100	100	-1	-2	5	.	-1
Cc1ccccc1S(=O)(=O)Cc1ccc(C(=O)NC2CCCCCC2)o1	11	86	93	94	-2	2	2	-0.5	11
O=C(NNC(=S)NCc1ccccc1)c1ccc(Br)cc1	-3	95	110	107	13	1	0	0.4	0
O=C(O)c1ccc(Cl)c(NC(=S)NC(=O)c2cccc(COc3ccccc3)c2)c1	2	90	108	101	-1	-7	6	-3.5	8
COC(=O)CC1C(=O)NCCN1C(=O)c1sc2ccccc2c1Cl (stereo not given)	8	86	103	107	6	0	2	.	3
Cc1ccc(S(=O)(=O)N2CCN(C3CCN(Cc4ccccc4)CC3)CC2)cc1	-5	75	106	104	-1	1	0	.	0
COc1ccc(C(=O)OCC(=O)NC(=O)NC(C)C)cc1OC	-3	94	98	99	2	13	1	2.5	0
COc1cccc(-c2ncc3ccccc3c2COC(=O)c2ccc(F)cc2)c1	-1	91	77	95	-3	-3	0	.	5
CCn1c(-c2csc(-c3ccccc3)n2)n[nH]c1=S	-13	92	96[may fluoresce red]	92[may fluoresce red]	13	-7	1	3.0	-13
COC(=O)N(NC(=O)C(O)(c1ccccc1)c1ccccc1)c1ccccc1	-4	96	101	102	4	25	0	-0.1	1
COC(=O)N/N=C/c1c(C)nn(-c2cccc(Cl)c2)c1Cl	-3	111	99	97	1	8	0	0.4	3
O=C1CCCN2N=C(SCC(=O)Nc3ccc(OC(F)(F)F)cc3)SC2=N1	2	109	103	107	5	11	3	-0.7	3
Cc1ccc(Cl)cc1N1CCN(C(=O)c2ccc(NS(=O)(=O)c3c(C)noc3C)cc2)CC1	-4	120	95	97	6	3	5	2.0	6
O=C(CN1CCCc2ccccc21)NCCc1ccc(Cl)cc1	5	87	101	100	-14	-7	0	5.2	7
CSc1ccc(/C=C2\CCn3c2nc2cc(C(=O)O)ccc2c3=O)cc1	0	109	105	98	3	3	1	0.4	2
CSCc1ccc(C(=O)NC(C)c2ccc(-n3ccnc3)cc2)cc1 (stereo not given)	.	102	93	97	.	1	0	0.1	.
CC(C)CNC1=C(C(=S)Nc2ccccc2)C(=O)CC(C)(C)C1	10	93	90	98	-4	4	1	1.0	2
CCc1cc(=O)oc2cc(C)cc(OCc3nn[nH]n3)c12	19	113	116	100	10	-1	3	1.7	4

New compounds follow
SMILES	MCL1-BIM inh	CR mimetic SO	CIT2-GFP yeast	AGP1-GFP MLPCN	GLD-1 TGE inh	VLA-4 inh	GRK2 aptamer HTS	MEX-5 binding	BCLXL inh
CCC1(C)N=C(c2ccc3c(c2)OCO3)CC(c2ccccc2O)N1 (stereo not given)	-10	91	104	102	-6	30	0	-1.1	-8
COC(=O)c1cc(OC)c(OC)cc1NC(=O)CSc1nnnn1Cc1ccccc1	3	99	?	?	1	-7	0	.	-1
CC(=O)/C=C/c1ccc(C)o1	13	101	111	102	5	4	2	0.7	14
O=C(CN1CCCCCCC1)Nc1ccc(Cl)cc1Cl	6	85	96	97	0	2	0	0.0	10
CC(C)c1ccc(CNc2ncccn2)cc1	0	94	97	100	3	4	0	0.4	2
Cc1c(NC(=O)C(C)OC(=O)CCc2ccccc2)c(=O)n(-c2ccccc2)n1C (stereo not given)	-4	97	94	92	9	6	0	-0.5	-13
CC(=O)Nc1ccc(N=NN2CCOCC2)cc1	1	103	106	101	0	8	0	-0.6	11
COc1ccc(C2=NOC(CNC(=S)N3CCOCC3)C2)cc1 (stereo not given)	4	106	.	.	1	-6	3	-0.4	3
COc1cc(NC(=O)c2onc(C)c2Cl)cc(OC)c1OC	4	82	104	102	0	-1	0	-0.9	5

Arranged by formula weight (rising): part of the list above
SMILES	MCL1-BIM inh	CR mimetic SO	CIT2-GFP yeast	AGP1-GFP MLPCN	GLD-1 TGE inh	VLA-4 inh	GRK2 aptamer HTS	MEX-5 binding	BCLXL inh
CC(=O)/C=C/c1ccc(C)o1	13	101	111	102	5	4	2	0.7	14
CC(C)c1ccc(CNc2ncccn2)cc1	0	94	97	100	3	4	0	0.4	2
CC(=O)Nc1ccc(N=NN2CCOCC2)cc1	1	103	106	101	0	8	0	-0.6	11
CCc1cc(=O)oc2cc(C)cc(OCc3nn[nH]n3)c12	19	113	116	100	10	-1	3	1.7	4
O=C(CN1CCCCCCC1)Nc1ccc(Cl)cc1Cl	6	85	96	97	0	2	0	0.0	10
COc1ccc(C2=NOC(CNC(=S)N3CCOCC3)C2)cc1 (stereo not given)	4	106	.	.	1	-6	3	-0.4	3
CCC1(C)N=C(c2ccc3c(c2)OCO3)CC(c2ccccc2O)N1 (stereo not given)	-10	91	104	102	-6	30	0	-1.1	-8
CSCc1ccc(C(=O)NC(C)c2ccc(-n3ccnc3)cc2)cc1 (stereo not given)	.	102	93	97	.	1	0	0.1	.
CSc1ccc(/C=C2\CCn3c2nc2cc(C(=O)O)ccc2c3=O)cc1	0	109	105	98	3	3	1	0.4	2
Cc1c(NC(=O)C(C)OC(=O)CCc2ccccc2)c(=O)n(-c2ccccc2)n1C (stereo not given)	-4	97	94	92	9	6	0	-0.5	-13
COC(=O)c1cc(OC)c(OC)cc1NC(=O)CSc1nnnn1Cc1ccccc1	3	99	?	?	1	-7	0	.	-1

Screening results as filed in PubChem.
